# Assay outcomes as filed in PubChem.
# VIM-2 inh – VIM-2 metallo-beta-lactamase inhibitors, primary screen, biochemical, epi-absorbance readout, Pseudomonas aeruginosa enzyme; purified VIM-2, nitrocefin hydrolysis, epi-absorbance fluorescence; hit rate 0.89% among 290,000; inhibition, % at 5.6 µM;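 active = inhibition above the mean of all tested compounds plus 3 SD, cutoff set per screening run, cut at about 7.5% in these data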;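 note: red hydrolysis product quenches plate fluorescence so inhibitors raise well fluorescence; 0% = enzyme with DMSO and 100% = DMSO without enzyme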
# PHOSPHO1 block – PubChem AID 1565. inhibition, % at 13.3 µM. recombinant PHOSPHO1, absorbance phosphatase assay. hit rate 1.1% among 290,000. Phosphoethanolamine/phosphocholine phosphatase (Homo sapiens), Q8TCT1; in the data active = inhibition above about 60%
# Target sequence (Q8TCT1 whole entry, looked up): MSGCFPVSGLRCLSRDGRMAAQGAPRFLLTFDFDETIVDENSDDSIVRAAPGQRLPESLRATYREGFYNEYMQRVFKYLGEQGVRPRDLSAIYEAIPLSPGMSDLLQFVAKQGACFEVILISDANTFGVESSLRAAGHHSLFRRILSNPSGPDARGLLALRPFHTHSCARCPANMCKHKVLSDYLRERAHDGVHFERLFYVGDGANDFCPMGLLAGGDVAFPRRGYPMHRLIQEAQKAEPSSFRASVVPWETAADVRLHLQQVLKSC
# p-CIP stab down – p/CIP-EGFP fusion destabilizers, primary screen, fluorescence, F442A cells; 16 h; decrease of EGFP signal, % at 10 µM; hit rate 0.01% among 290,000;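 active = EGFP signal decrease of at least 30% at 10 µM or well 3 SD below plate mean, unless failing retest; inactive = the rest, including hits failing retest or dose response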; note: some compounds called inactive have numbers as strong as hits; many of its hits are not listed in these tables
# IMP-1 inhibitor – IMP-1 metallo-beta-lactamase inhibitors, primary screen, biochemical, epi-absorbance readout, Pseudomonas aeruginosa enzyme; metallo-beta-lactamase IMP-1 (Pseudomonas aeruginosa); purified IMP-1, nitrocefin hydrolysis, epi-absorbance fluorescence; inhibition, % at 5.6 µM; hit rate 0.45% among 290,000;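 active = inhibition above the mean plus 3 SD of all compounds in the same screening run, cut at about 4.5% in these data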;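 note: 0% = IMP-1 with DMSO and 100% = DMSO wells lacking enzyme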
#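 System: Purified IMP-1 | Read-out basis: Percent enzyme inhibition | Controls: IMP-1 with DMSO as 0%, enzyme-free DMSO as 100% | Replicates: One well per compound | Doses: 5.6 µM nominal single concentration | Detection: Epi-absorbance fluorescence, 480 nm excitation, 530 nm emission | Incubation: 25 °C, 15 min preincubation, 25 min reaction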
# NS3 helicase inh – inhibitors of HCV NS3 helicase, primary screen, biochemical, Cy5 molecular beacon fluorescence. Hepatitis C virus NS3 helicase. hit rate 0.56% among 290,000. inhibition, % at 10.9 µM. NS3 helicase DNA unwinding. AID 1800, 2009;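 active = inhibition above the mean of all tested compounds plus 3 SD, set per campaign, cut at about 35% in these data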;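 note: 0% = DMSO wells and 100% = thioflavine S control wells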
#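 Test system: hepatitis C virus NS3 helicase domain fragment enzyme. Also added: annealed dual-labelled DNA beacon duplex, ATP-started. Timing: 60 min unwinding reaction at 25 °C after ATP addition. Technique: Cy5 fluorescence. Measure: % inhibition of unwinding.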
# IDE cell activ – human IDE activators in live cells, primary screen, fluorescence polarization, HEK cells, FAbeta-B substrate. activation, % at 5.96 µM. Insulin-degrading enzyme (Homo sapiens), P14735. hit rate 0.073% among 340,000. FAbeta-B cleavage; 0% vehicle, 100% cell-free pure enzyme wells;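 active = activation above the mean of all tested compounds plus 3 SD, set per screening campaign, cut at about 17% in these data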
# MEKK3 PB1 HTS – modulators of MEKK3-MEK5 PB1 binding, primary screen, biochemical, wildtype MEKK3, multiplex bead flow cytometry, Alexa488-MEK5. bead-based flow cytometry, Alexa488-MEK5 binding to MEKK3; actives lie on both sides; 0 = blocked by unlabeled MEK5, 100 = vehicle. binding response (% of control), % at 10 µM. AID 1529, 2009. hit rate 1.4% among 290,000;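 active = binding response more than 3 SD above or below the average of its plate-row segment, actives on both sides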;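 note: Alexa488 bead fluorescence after subtracting the streptavidin-only scavenger bead signal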
# Target sequence (Q99759 whole entry, looked up): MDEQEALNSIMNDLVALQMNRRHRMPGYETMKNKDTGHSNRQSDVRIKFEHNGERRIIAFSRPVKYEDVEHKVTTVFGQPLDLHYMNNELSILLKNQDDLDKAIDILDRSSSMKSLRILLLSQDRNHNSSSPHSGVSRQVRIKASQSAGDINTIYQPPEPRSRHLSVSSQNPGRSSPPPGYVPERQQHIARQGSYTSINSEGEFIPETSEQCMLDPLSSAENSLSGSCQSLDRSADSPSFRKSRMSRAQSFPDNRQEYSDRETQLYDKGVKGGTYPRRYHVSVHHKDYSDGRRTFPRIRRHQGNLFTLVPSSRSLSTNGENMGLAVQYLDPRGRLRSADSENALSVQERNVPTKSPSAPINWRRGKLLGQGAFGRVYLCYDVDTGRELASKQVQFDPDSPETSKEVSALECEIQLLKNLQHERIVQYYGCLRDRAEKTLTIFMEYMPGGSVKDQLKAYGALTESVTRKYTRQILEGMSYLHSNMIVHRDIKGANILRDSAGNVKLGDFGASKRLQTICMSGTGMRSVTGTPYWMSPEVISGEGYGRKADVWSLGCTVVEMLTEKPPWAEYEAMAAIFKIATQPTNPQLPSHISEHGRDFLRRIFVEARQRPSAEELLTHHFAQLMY
# SUMO HTRF inh – inhibitors of in vitro SUMOylation cascade, primary screen, biochemical, HTRF, uHTS. SUMO-conjugating enzyme UBC9 (Homo sapiens), P63279. HTRF SUMOylation assay, SAE1/SAE2 + UBC9. inhibition, % at 35 µM. hit rate 0.36% among 290,000. AID 2006, 2009; in the data active = inhibition above about 50%, passing the limit was not always enough; note: strong numbers were not always called active
# Target sequence (P63279 whole entry, looked up): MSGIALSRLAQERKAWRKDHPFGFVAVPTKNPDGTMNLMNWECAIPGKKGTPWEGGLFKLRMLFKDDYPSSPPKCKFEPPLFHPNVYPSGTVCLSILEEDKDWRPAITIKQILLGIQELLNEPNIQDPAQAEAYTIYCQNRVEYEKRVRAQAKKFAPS
# FID counter – compounds displacing fluorescent DNA intercalator, primary screen, artefact control for HCV NS3 helicase inhibitor project, biochemical, FID fluorescence; hit rate 0.17% among 290,000; AID 1845, 2009; DNA fluorescent intercalator displacement; inhibition, % at 7.9 µM; in the data active = inhibition above about 37%;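 note: 0% = vehicle and 100% = reference compound; higher means more ethidium bromide displaced from hairpin DNA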
# Starred values were filed as active, the others as inactive; · = not tested or not shown; [ ] = dose if it differs, or a comment. An excerpt; count on the stated rates, not on these rows.
SMILES,VIM-2 inh,PHOSPHO1 block,p-CIP stab down,IMP-1 inhibitor,NS3 helicase inh,IDE cell activ,MEKK3 PB1 HTS,SUMO HTRF inh,FID counter
CC1Nc2nc(NC(=O)C(C)(C)C)[nH]c(=O)c2N(C)C1C (stereo not given),-3.7,2.4,-2.9,-0.8,-20.9,0.7,108.0,9.6,-4.3
Cc1ccc(NC(=O)Cn2c(=O)oc3ccccc32)cc1,-4.2,3.4,2.6,-1.8,-0.7,6.2,89.0,0.5,2.6
CC(C)CN1C(=O)c2ccc(C(=O)Nc3ccc(O)cc3C(=O)O)cc2C1=O,-0.3,39.4,0.5,-2.2,7.6,1.9,103.0,9.9,-11.0
CC1CCCCN1Cc1ccc(-c2nn[nH]n2)cc1 (stereo not given),-3.4,42.2,-7.5,-2.1,21.3,1.4,95.0,8.7,-5.7
Cc1ccc(S(=O)(=O)CCC(=O)OCC(=O)c2ccc(C)c(C)c2)cc1,-3.7,2.1,-2.1,-2.1,-0.8,-0.4,104.0,6.0,-24.6
CC(=O)N1c2ccc(S(=O)(=O)N3CCC(C(=O)N4CCN(c5ccccc5F)CC4)CC3)cc2CC1C (stereo not given),0.5,26.1,-8.8,1.2,7.6,1.0,99.0,-5.6,-51.9
COc1ccc(/C=C2\SC(=S)N(CCCC(=O)N3CCOCC3)C2=O)cc1,0.3,30.1,-15.4,-2.9,-5.0,1.0,100.0,13.2,-52.5
Cc1ccc(S(=O)(=O)NCCC(=O)Nc2cccc(S(N)(=O)=O)c2)cc1C,1.9,14.3,-10.2,-1.4,-12.2,0.1,98.0,1.4,-10.3
COc1ccc(N=C2NN=C(c3ccc4c(c3)OCCO4)CS2)cc1,-0.8,97.5*,-8.4,2.8,5.4,0.4,105.0,13.7,-6.0
Cc1nc2ccc(Br)cc2c(-c2ccccc2)c1C(=O)O,-2.1,19.7,-3.4,-2.4,-4.3,3.1,109.0,-5.5,-6.2
COc1ccc(C(=O)NNC(=O)C2CCN(S(=O)(=O)c3ccc(C)cc3)CC2)cc1,-2.7,56.0,-22.9,-2.5,12.3,2.8,101.0,10.9,-15.0
COCCn1c(SCC(=O)NC2CCCCC2C)nc2ccccc2c1=O (stereo not given),-3.8,31.0,2.0,-3.9,14.4,0.4,103.0,1.2,-14.9
CC1=C(C(=O)Nc2cc(C)ccn2)C(c2cnn(C)c2)C2=C(CC(c3ccccc3)CC2=O)N1 (stereo not given),-2.9,-13.9,-13.2,-2.3,-4.5,-4.0,99.0,-2.5,-38.6
O=C(Cc1nc(=O)c2ccccc2s1)Nc1ccccc1,-1.4,14.7,-4.2,-1.1,-4.0,3.6,102.0,31.2,0.0
COc1cc(/C=N/NC(=O)CN2CCCCC2)ccc1OCc1ccc(Br)cc1,-2.4,-14.4,3.1,-1.2,-58.8,0.4,90.0,-18.5,9.7
CCCn1c(NC(=O)c2ccc(F)cc2)nc2ccccc21,-0.7,32.2,-1.4,-3.4,6.2,1.6,107.0,16.4,-4.2
COc1cc(/C=N/NC(=O)c2nnn(-c3nonc3N)c2-c2cccs2)ccc1O,-2.6,-3.7,-7.8,-4.2,-4.0,5.0,105.0,3.5,-14.7
Cc1cn(S(=O)(=O)c2ccc(Br)c3ccccc23)cn1,-2.7,21.6,-10.8,-4.4,8.4,·,88.0,4.2,-4.4
CCOC(=O)/C(C#N)=C1/C(=O)N(Cc2ccccc2)c2ccccc21,-0.7,-0.4,-9.8,-1.7,-0.8,1.6,95.0,12.8,-0.4
CSc1nsc(/C=C/Nc2ccc(C)c(C)c2)c1C#N,-1.1,40.5,9.1,-0.7,21.4,-7.7,102.0,7.3,-5.7
CCOC(=O)c1[nH]cnc1C(=O)NC1CCCCC1,-3.1,14.1,-26.5,-4.5,5.7,-1.4,101.0,9.9,-8.7
O=C(NNC(=O)c1cc(Br)ccc1Cl)c1csc(N2CCOCC2)n1,-0.1,28.7,10.4,-1.6,-3.2,3.2,99.0,15.9,-7.0
COc1ccc(N2CCN(C(=O)CCNS(=O)(=O)c3ccc(C)cc3)CC2)cc1,-1.7,·,-0.6,-1.2,-0.2,-2.1,104.0,-6.8,-38.8
O=C(N/N=C/c1c(O)ccc2ccccc12)c1cccc(C(F)(F)F)c1,-4.0,4.7,-11.2,-4.3,10.3,-132.1,126.0,-35.2,0.3
CSCC[C@H](NC(=O)c1ccc(Cl)c([N+](=O)[O-])c1)c1nc2ccccc2[nH]1,-2.5,4.1,0.2,-0.7,1.7,2.6,81.0,-12.5,4.2
CC(=O)N1CCC(=NNc2ccnc3cc(Cl)ccc23)CC1,1.3,-31.6,-0.2,-0.8,4.8,-6.3,92.0,4.9,-2.3
N#C/C(=C\c1ccc(C#N)cc1)C(=O)N1CCCC1,-3.8,13.3,-20.7,-4.0,-3.9,-0.4,71.0*[inhibitor],8.4,3.7
CCOC(=O)C1CCN(C(=O)CSc2nc3ncccc3[nH]2)CC1,-0.7,19.1,-8.8,-0.3,5.9,-4.1,99.0,12.0,-7.9
O=C(OCc1cccc(F)c1)c1cc2ccccc2cc1O,-2.5,13.9,-2.2,-1.6,-9.1,2.1,103.0,-2.6,-8.8
CCCCCC(=O)Nc1cccc(C2=NOC3(C2)C[C@@H](C(N)=O)N(C(=O)CC(c2ccccc2)c2ccccc2)C3)c1 (stereo not given in full),·,22.1,-8.1,·,·,5.1,76.0,-20.0,·
COc1cc(-n2cnnn2)ccc1S(=O)(=O)N1CCOCC1,-1.3,-2.3,-8.3,-1.4,-5.0,0.3,85.0,20.6,0.5
CCCOc1ccc(-c2nn(-c3ccccc3)cc2/C=C2\SC(N)=NC2=O)cc1,-1.6,8.7,5.6,-4.6,1.0,-3.3,99.0,3.0,0.3
COc1ccc(-c2nc(CS(=O)CC(=O)NC3CCCCC3C)c(C)o2)cc1 (stereo not given),1.0,19.1,-6.3,-2.7,-3.4,1.4,100.0,6.5,-46.0
Cc1ccc(Nc2nc(N)c3ccccc3n2)cc1C,-1.2,23.9,-12.5,-1.2,-28.2,-1.6,107.0,2.2,18.7
O=C(CCC(=O)N1CCSc2ccccc21)Nc1cccc(F)c1,-1.2,-114.2,-14.0,1.2,6.5,2.1,93.0,0.5,-15.9
COc1ccccc1/C=N/NC(=O)c1nnn(-c2nonc2N)c1-c1ccccc1,-2.9,30.1,-16.2,-2.2,-4.2,-3.9,103.0,14.7,-20.9
Cn1c(=O)c2c(nc(NNC(=O)C(F)(F)F)n2C)n(C)c1=O,-3.4,22.8,-1.9,-4.2,-0.3,4.4,98.0,-10.9,3.6
Cc1csc(NC(=O)CCC(=O)N(CC(=O)NC2CCCCC2)c2ccccc2)n1,0.0,23.7,-14.3,-1.5,-5.3,2.2,104.0,15.7,-39.6
C#CCOCCOCCOCCNc1nc(N2CCN(C(=O)Cn3cc(CCCCN)nn3)CC2)nc(N2CCN(C(=O)Cn3cc(CC(C)O)nn3)CC2)n1 (stereo not given),-2.1,-20.9,6.1,-1.8,-15.6,-5.6,91.0,2.8,-3.6
O=C(CP(=O)(c1ccccc1)c1ccccc1)Nc1cccc(CP(=O)(c2ccccc2)c2ccccc2)c1,-2.4,39.8,-6.5,-2.4,-14.3,5.3,97.0,2.5,-53.6
COCCCN=Cc1c(C)[nH]n(-c2ccc(Br)c(C)c2)c1=O,-1.6,9.3,-0.9,-1.4,0.8,3.2,102.0,8.9,-14.7
O=C1C2C3CCC(C3)C2C(=O)N1Cc1ccco1 (stereo not given),-2.1,-5.1,-15.1,-3.7,-4.8,3.2,99.0,-5.7,-4.0
COc1cccc(C(=O)NCCCNC(=O)c2cccc(OC)c2)c1,-4.0,3.1,9.1,-1.7,4.0,-2.1,103.0,14.0,-10.4
C/C(N)=C(/C#N)C(=O)COC(=O)c1cc(-c2ccc(C)cc2)nc2ccccc12,-3.3,-21.7,-15.0,-1.8,-4.7,7.9,104.0,-28.1,-1.9
O=S(=O)(Nc1ccc2c(c1)oc1ccccc12)N1CCCC1,-0.1,13.7,-1.6,-1.4,1.0,0.3,100.0,-2.5,-8.0
COc1ccc(CC(=O)Nc2ccc(-c3nnc(-c4ccccc4)o3)cc2)cc1OC,-0.2,0.2,-0.9,-8.2,5.2,3.9,100.0,6.1,-2.8
CC(Oc1ccc2c(-c3ccccc3)cc(=O)oc2c1)C(=O)NCc1ccccn1 (stereo not given),-0.9,-7.7,0.9,-4.6,-1.9,-2.8,98.0,10.3,-33.8
Cc1ccc(C)c(N(C)S(=O)(=O)c2ccc3[nH]cc(C(=O)NCCN4CCOCC4)c(=O)c3c2)c1,-3.7,-13.0,-0.3,-2.4,-7.6,2.4,87.0,7.0,-4.7
O=C(Cn1cc([N+](=O)[O-])cn1)NCc1ccccc1,-2.2,13.9,-6.8,-0.9,-0.7,1.6,110.0,23.2,1.2
CCOC(=O)N1CCC(N(CCN(C)C)C(=S)Nc2cc(Cl)ccc2C)CC1,-2.4,0.2,-1.8,-2.2,1.3,-1.8,103.0,-8.9,-0.2
COc1ccc(OC2C(=O)N(Cc3ccc(F)cc3)C2c2ccc(OC)c(OC)c2)cc1 (stereo not given),-0.5,31.4,-6.9,-2.2,-10.4,-1.9,95.0,13.2,-34.2
CSC1=NC(C(Cl)(Cl)Cl)N=C(c2ccc(C)cc2)N1 (stereo not given),-3.0,23.6,11.4,-3.1,-12.5,-1.0,98.0,-5.0,-0.7
CCn1c(C)nc2cc(C(=O)N/N=C(\C)c3ccc(N4CCOCC4)cc3)ccc21,-2.6,27.7,7.0,-3.6,1.4,3.6,106.0,5.8,1.0
N/C(=N\OC(=O)c1ccco1)c1ccc(Cl)cc1,-4.2,53.2,-10.2,-2.8,2.6,5.8,99.0,9.4,13.9

# PHOSPHO1 block, entries above that show a hit
SMILES | VIM-2 inh | PHOSPHO1 block | p-CIP stab down | IMP-1 inhibitor | NS3 helicase inh | IDE cell activ | MEKK3 PB1 HTS | SUMO HTRF inh
COc1ccc(N=C2NN=C(c3ccc4c(c3)OCCO4)CS2)cc1 | -0.8 | 97.5* | -8.4 | 2.8 | 5.4 | 0.4 | 105.0 | 13.7

# Exported with bars between the fields: 2 of the compounds above
Structure | VIM-2 inh | PHOSPHO1 block | p-CIP stab down | IMP-1 inhibitor | NS3 helicase inh | IDE cell activ | MEKK3 PB1 HTS | SUMO HTRF inh | FID counter
CCn1c(C)nc2cc(C(=O)N/N=C(\C)c3ccc(N4CCOCC4)cc3)ccc21 | -2.6 | 27.7 | 7.0 | -3.6 | 1.4 | 3.6 | 106.0 | 5.8 | 1.0
N/C(=N\OC(=O)c1ccco1)c1ccc(Cl)cc1 | -4.2 | 53.2 | -10.2 | -2.8 | 2.6 | 5.8 | 99.0 | 9.4 | 13.9
